Gli-Sufu block – Gli-Sufu pathway antagonism; Sufu-KO-LIGHT fibroblasts, Gli luciferase reporter luminescence; inhibition, % at 5 µM; hit rate 0.74% among 340,000; AID 588413;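 active = inhibition above about 55%, limit read from the data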;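 note: 0% = DMSO-treated cells and 100% = wells with medium but no cells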
EBI2 antag – antagonists of human EBI2 receptor; EBI2 beta-arrestin recruitment, luminescence, 7a,25-OHC stimulated; hit rate 0.81% among 360,000; P32249; inhibition, % at 5 µM; in the data active = inhibition above about 38%;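 note: enzyme fragment complementation signal reports receptor beta-arrestin coupling in cells; 0% = agonist plus DMSO wells and 100% = wells without agonist; some results beyond the cut were filed as inactive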
Target sequence (P32249 whole entry, looked up, the tested form may be a part): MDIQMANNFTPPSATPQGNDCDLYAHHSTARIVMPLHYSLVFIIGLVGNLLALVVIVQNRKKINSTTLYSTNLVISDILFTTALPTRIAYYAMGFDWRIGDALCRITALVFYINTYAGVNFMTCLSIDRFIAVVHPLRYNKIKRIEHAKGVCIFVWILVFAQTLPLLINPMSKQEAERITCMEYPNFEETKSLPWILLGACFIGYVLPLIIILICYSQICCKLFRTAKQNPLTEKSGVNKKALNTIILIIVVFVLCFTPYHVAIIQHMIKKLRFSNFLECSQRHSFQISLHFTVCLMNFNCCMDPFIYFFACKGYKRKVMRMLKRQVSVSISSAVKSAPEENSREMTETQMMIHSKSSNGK
APJ ag – activates the human apelin receptor APJ | hit rate 0.11% among 330,000 | AID 2520 | activation, % at 20 µM | CHO-K1 APJ PathHunter beta-arrestin, luminescence; 0% DMSO wells, 100% apelin;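 active = activation more than six SD over the plate average, tested at 20 µM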;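 note: 0% = DMSO alone and 100% = apelin-13 at 10 nM; some results filed as inactive read as strong as hits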
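Assay system – PathHunter CHO-K1 APJ (AGTRL-1) beta-arrestin reporter cells · Compound – one dose, 20 µM compound, 1% DMSO · Timing – compound 90 min 25 °C, reagent 1 h · Measured by – luminescence from split beta-galactosidase complementation, Galacton Star/Emerald II substrate · Measure – beta-arrestin recruitment to APJ as agonist activity, luminescent signal · Benchmarks – DMSO vs Apelin-13 10 nM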
APJ antag – APJ receptor antagonism. P35414. CHO-K1 APJ beta-arrestin complementation, luminescence. inhibition, % at 20 µM. hit rate 0.32% among 330,000;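 active = inhibition above about 40% at 20 µM, limit read from the data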;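 note: cells challenged with 10 nM apelin-13 agonist together with compound; plate controls were apelin-13 plus DMSO wells for no effect and DMSO wells lacking apelin-13 for full effect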
CXCR6 inh – CXCR6 (human) receptor inhibition. CHO-K1 PathHunter CXCR6 beta-arrestin, luminescence. inhibition, % at 20 µM. hit rate 0.36% among 360,000. AID 602244; in the data active = inhibition above about 34%, passing the limit was not always enough;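 note: antagonist mode with CXCL16 agonist at 10 nM final; 0% = 10 nM CXCL16 with DMSO and 100% = unstimulated wells without agonist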
CCR6 antag – blocks CCL20-driven beta-arrestin recruitment at human CCR6. CHO-K1 CCR6 PathHunter beta-arrestin, luminescence, CCL20-stimulated. inhibition, % at 20 µM. hit rate 0.49% among 340,000. AID 493098;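 active = compounds whose inhibition of the agonist-driven luminescence signal at 20 µM reaches about 50%, limit read from the data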;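 note: cells stimulated with CCL20 at 14 nM final; plate controls were DMSO with CCL20 for no effect and DMSO without agonist for full effect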
Target sequence (P51684 whole entry, looked up): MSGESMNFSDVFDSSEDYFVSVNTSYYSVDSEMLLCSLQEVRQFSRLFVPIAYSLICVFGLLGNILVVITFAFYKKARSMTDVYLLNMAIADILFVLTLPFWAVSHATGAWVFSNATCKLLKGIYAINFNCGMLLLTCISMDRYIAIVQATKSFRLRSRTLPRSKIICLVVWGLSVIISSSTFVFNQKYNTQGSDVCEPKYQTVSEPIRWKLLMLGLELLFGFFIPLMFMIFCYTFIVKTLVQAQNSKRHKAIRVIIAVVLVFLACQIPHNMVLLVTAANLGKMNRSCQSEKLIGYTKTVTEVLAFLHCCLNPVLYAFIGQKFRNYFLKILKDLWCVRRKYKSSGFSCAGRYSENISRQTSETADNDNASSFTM
UBC13 polyUb – blocks human UBC13 polyubiquitin chain formation. TR-FRET. inhibition, % at 20 µM. AID 485273. hit rate 0.47% among 330,000; in the data active = inhibition above about 45%, passing the limit was not always enough
Target sequence (P61088 whole entry, looked up): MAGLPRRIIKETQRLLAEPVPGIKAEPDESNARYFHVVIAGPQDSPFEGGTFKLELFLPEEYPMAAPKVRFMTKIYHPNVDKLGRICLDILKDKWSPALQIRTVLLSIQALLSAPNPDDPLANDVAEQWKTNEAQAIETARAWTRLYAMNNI
ATG4B inhibitor – blocks human ATG4B protease cleavage of LC3 substrate. Q9Y4P1. ATG4B cleavage of LC3-PLA2, NBD-HPC fluorescence, 1 h. inhibition, % at 8.33 µM. hit rate 0.51% among 340,000. AID 504462; in the data active = inhibition above about 40%
Active calls of the source: *; / = not tested or not shown; & = joins results of further samples. An unsorted share of the library (roughly 3% active in at least one column).

SMILES	Gli-Sufu block	EBI2 antag	APJ ag	APJ antag	CXCR6 inh	CCR6 antag	UBC13 polyUb	ATG4B inhibitor
COc1ccc(S(=O)(=O)N2CCN(Cc3ccc(Cl)cc3)CC2)cc1	10	3	3	-1	-7	38	-3	-6
O=C(NCC(=O)N(Cc1cccs1)C(C(=O)NC1CCCCC1)c1ccco1)c1ccco1 (configuration not stated)	6	8	-5	8	4	0	-12	4
CCOc1ccccc1N=Cc1c(O)c2ccccc2oc1=O	6	4	0	15	7	9	-5	-3
O=[N+]([O-])c1cccc(C(=S)N2CCN(c3ccc(F)cc3)CC2)c1	29	3	-3	3	4	9	0	-5
COc1ccc(C(=O)NC(=S)NCc2cccnc2)cc1Cl	21	4	0	0	4	23	-10	-5
CC(=O)CSc1ncnc2sc3c(c12)CCC3	2	10	-3	1	-7	7	2	19
CCOc1ccccc1-n1nnnc1SC(C)C(=O)OC (configuration not stated)	-5	3	-4	19	-1	11	-8	-3
CCN(CC)CCCNCC(=O)Nc1cc(C)on1	-3	0	-1	3	2	-8	5	1
O=C(c1ccccc1)c1ccc(OCCCN2CCCCC2)cc1	-10	-1	2	4	-4	5	1	6
CC(=O)Nc1ccc2nc3ccccc3nc2c1	-27	6	9	-7	1	0	-28	-6
OCC[C@@H]1C[C@@H](O)[C@H](O)[C@]2(Cc3ccccc3CO2)O1	-2	-4	-4	-37	-1	-7	-7	15
Cc1cccc(CCNC(=O)CCc2c(C)nc3ncnn3c2C)c1	-2	14	5	-6	-3	-24	4	-10
CC1CCN(C(=O)c2[nH]cnc2C(=O)NCc2ccccc2)CC1	-21	-8	-3	-4	3	5	2	-5
COc1ccc(S(=O)(=O)N2CCCC2CNC(=O)c2cccc(OC)c2)cc1 (configuration not stated)	-3	4	2	34	11	6	-4	-9
O=C(Cn1ccc(C(F)(F)F)n1)N/N=C/c1cccs1	3	1	-5	19	3	4	8	3
Cc1cccc(C)c1NC(=O)C1CC2CCC1C2 (configuration not stated)	-3	-4	0	-3	4	-13	-9	4
O=C(NCCc1ccccc1)c1ccccc1NC(=O)C1CCCO1 (configuration not stated)	-67	-1	-2	6	0	0	9	-6
Cc1nc2c(F)c(F)c(C(F)(F)F)c(F)c2[nH]1	3	-6	-1	-8	-2	-8	-10	-4
CCNc1nc(NCC)nc(N/N=C/c2ccc(OC)cc2)n1	-1	-7	4	-3	7	-3	5	-4
CCn1c(C)[n+](CCOCC[n+]2c(C)n(CC)c3cc(Cl)c(Cl)cc32)c2cc(Cl)c(Cl)cc21	5	-1	-1	-1	4	0	-7	-7
CCCn1c(N)c(C(=O)CSc2nc3ccccc3n2CCC#N)c(=O)n(C)c1=O	4	-7	1	3	-5	-2	-1	-4
CCOC(=O)c1cc2occc2n1CC(=O)NC1CCC(C)CC1 (configuration not stated)	3	-17	-2	26	2	11	1	-2
COc1cc(C2c3c(-c4ccccc4O)n[nH]c3C(=O)N2Cc2ccco2)cc(OC)c1OC (configuration not stated)	3	7	-4	-3	7	9	23	-10
Cc1cc(C)n2nc(SC(C)C(=O)NCc3ccco3)nc2n1 (configuration not stated)	-7	0	2	11	-5	-2	-3	4
COc1cc2c(cc1OC)C(C(N)=O)NCC2 (configuration not stated)	0	-1	/	/	-6	7	/	25
Cc1cc(C(=O)N/N=C/c2ccc3c(c2)OCO3)c2ccccc2n1	12	-10	0	10	-9	-2	-9	3
CCC(C)(C)NC(=O)C(OC(=O)c1ccco1)c1ccc(OC)cc1 (configuration not stated)	37	-14	-3	9	-1	13	0	-5
CCOC(=O)c1cnn(-c2cc(C)cc(C)c2)c1N	7	0	-4	-28	-6	6	-1	1
COC(=O)C1=NN(C(C)=O)C2(CC(=O)N(c3cc(C)cc(C)c3)C2=O)C1 (configuration not stated)	4	-18	1	1	0	-9	5	-5
Cc1cccc(CCNC(=O)Cc2ccc(NC3=NC4CS(=O)(=O)CC4S3)cc2)c1 (configuration not stated)	-1	-5	-3	16	-8	1	3	-15
CC1(C)C(=O)CCC2(C)C1=CCC1C2C(=O)CC2(C)C1CCC2(O)C(=O)CO (configuration not stated)	4	7	/	/	2	3	/	-11
CCOc1ccc(NC(=O)CN(C)C(=O)c2cccnc2Sc2ccc(Cl)cc2)cc1OCC	2	8	3	7	-9	6	-1	10
O=C1NC(=O)C(c2ccccc2)(c2ccccc2)N1	-19&-3	-11&-1	-5&2	7&-1	-8&-12	6&4	12&1	-2&-6
O=C(N/N=C/c1ccc2c(c1)OCO2)C(=O)N1CCCC1	-30	-6	-3	7	3	0	6	2
O=C(c1cccs1)N(Cc1cc2ccccc2[nH]c1=O)c1ccccc1	10	-2	1	-12	2	16	-12	3
COc1cc(C(=O)N/C(=C\c2cn(C)c3ccccc23)C(=O)N2CCN(C)CC2)cc(OC)c1OC	8	1	1	28	5	11	-6	-9

One compound at a time, from the list above.
Profile of COc1cc(C(=O)N/C(=C\c2cn(C)c3ccccc23)C(=O)N2CCN(C)CC2)cc(OC)c1OC → Gli-Sufu block = 8; EBI2 antag = 1; APJ ag = 1; APJ antag = 28; CXCR6 inh = 5; CCR6 antag = 11; UBC13 polyUb = -6; ATG4B inhibitor = -9
Profile of Cc1cccc(CCNC(=O)Cc2ccc(NC3=NC4CS(=O)(=O)CC4S3)cc2)c1 (configuration not stated) → Gli-Sufu block = -1; EBI2 antag = -5; APJ ag = -3; APJ antag = 16; CXCR6 inh = -8; CCR6 antag = 1; UBC13 polyUb = 3; ATG4B inhibitor = -15

Next compounds follow:
SMILES	Gli-Sufu block	EBI2 antag	APJ ag	APJ antag	CXCR6 inh	CCR6 antag	UBC13 polyUb	ATG4B inhibitor
Cc1ccc(NC(=O)C(=O)NCCc2c[nH]c3ccccc23)cc1C	-8	-7	-1	-1	0	9	11	-4
CC(c1ccco1)N(C(=O)Nc1ccccc1)C1CCCCC1 (configuration not stated)	1	-6	8	25	0	3	-11	-8
COC(=O)c1ccccc1NC(=O)C1CC(=O)N(c2ccccc2)C1 (configuration not stated)	3	-3	-2	-3	11	0	1	3
CN(CC(=O)Nc1cccc(F)c1)C(=O)Cn1c(=O)cnc2ccccc21	-9	-3	8	22	-2	3	3	4
COCCN(C(=S)Nc1c(C)cc(C)cc1C)C(C)c1cccs1 (configuration not stated)	8	6	-3	-2	4	4	-2	6
CCOC(=O)Cn1cnc2c(nnn2Cc2ccc(Cl)cc2)c1=O	4	-7	-3	-34	-9	-9	9	21
CN(Cc1ccccc1)C(=O)COC(=O)CCN1C(=O)C2CC=CCC2C1=O (configuration not stated)	3	-4	-4	10	2	8	9	-3
CCOc1cc(C(=O)NC(=S)Nn2cnnc2)cc(OCC)c1OCC	-5	-8	-4	23	13	17	-2	-3
O=C(CNS(=O)(=O)c1cccs1)N1CCCCC1	20	-11	-3	-32	-8	3	-2	-6
CN(Cc1nc(C(c2ccccc2)c2ccccc2)no1)CC1COCCO1 (configuration not stated)	0	3	-3	6	-2	11	-2	9
C/C=C/C(=O)OCC(=O)Nc1cccc(Br)c1	-16	2	2	10	1	-5	0	-11
CCCCN(C)C(=O)Cn1c(=O)oc2cc(S(=O)(=O)N3CC(C)CC(C)C3)ccc21 (configuration not stated)	-9	-4	-3	5	-1	-3	-8	9
N=c1ccn2c(n1)O[C@H]1[C@@H](CO)[C@H](O)O[C@H]12	37	0	-4	0	-2	7	2	-6
O=S(=O)(CCc1nnc(-c2ccccc2)o1)c1ccc2ccccc2c1	-55	2	-1	0	-3	0	3	10
Cc1ccc(OCC(=O)NCCNC(=O)c2ccco2)cc1C	-14	2	1	4	-4	-1	-4	-5
CN1C(=O)CSc2ccc(C(=O)O)cc21	-4	-14	-1	-41	-3	-3	-4	-4
CCOC(=O)c1[nH]c(C)c(C(=O)N2CCc3c([nH]c4ccccc34)C2c2ccccn2)c1C (configuration not stated)	22	-4	2	4	-8	6	-4	4
Cc1ccc(S(=O)(=O)N2[C@@H](c3ccc(Cl)cc3)C(C(=O)O)=C[C@H]2C(C)(C)C)cc1	-15	-8	-4	3	18	-8	9	/
Cc1ccc(S(=O)(=O)N2CCN(CC(=O)Nc3ccccc3Cl)CC2)cc1	9	7	-5	2	3	11	12	-3
O=C(CS(=O)(=O)Cc1ccccc1)N1CCc2ccccc21	-17	-2	-10	4	10	5	-4	6
O=[N+]([O-])c1ccc(O)c(/C=N/Nc2ncnc3c2cnn3-c2ccccc2)c1	58*	0	2	4	-11	26	-67	10
CN(C)/C=C/C(=O)c1ccccc1	-4	-5	-4	18	2	5	13	7
CCc1noc(C)c1C(=O)N1CCN(S(=O)(=O)c2c(C)cc(C)cc2C)CC1	2	6	-4	-6	-2	1	35	-22
COc1ccc(OC)c(NC(=O)NCCN2CCN(c3ccccc3)CC2)c1	-5	1	-4	-13	-3	10	0	-8
c1ccc(CSc2nnc(-c3ccncc3)o2)cc1	-72	10	-3	6	0	16	-10	6
O=C(Nc1nc2ccccc2c(=O)s1)c1ccco1	3	-12	-2	11	5	1	32	-2
COc1ccc(/C=N/N=C2/SCC(=O)N2Cc2ccccc2)cc1	-63	14	1	-7	-2	10	1	1
CCCc1cc(=O)[nH]c(SCC(=O)Nc2sc3c(c2C#N)CCC(C)C3)n1 (configuration not stated)	-11	1	-1	6	3	10	-20	-4
O=C1C2C3C=CC(C3)C2C(=O)N1CNc1ccccn1 (configuration not stated)	10	-4	-3	2	-5	-10	0	-3

Structures shown so far containing a furan ring, fused or not, in the order listed:
SMILES	Gli-Sufu block	EBI2 antag	APJ ag	APJ antag	CXCR6 inh	CCR6 antag	UBC13 polyUb	ATG4B inhibitor
O=C(NCC(=O)N(Cc1cccs1)C(C(=O)NC1CCCCC1)c1ccco1)c1ccco1 (configuration not stated)	6	8	-5	8	4	0	-12	4
CCOC(=O)c1cc2occc2n1CC(=O)NC1CCC(C)CC1 (configuration not stated)	3	-17	-2	26	2	11	1	-2
COc1cc(C2c3c(-c4ccccc4O)n[nH]c3C(=O)N2Cc2ccco2)cc(OC)c1OC (configuration not stated)	3	7	-4	-3	7	9	23	-10
Cc1cc(C)n2nc(SC(C)C(=O)NCc3ccco3)nc2n1 (configuration not stated)	-7	0	2	11	-5	-2	-3	4
CCC(C)(C)NC(=O)C(OC(=O)c1ccco1)c1ccc(OC)cc1 (configuration not stated)	37	-14	-3	9	-1	13	0	-5
CC(c1ccco1)N(C(=O)Nc1ccccc1)C1CCCCC1 (configuration not stated)	1	-6	8	25	0	3	-11	-8
Cc1ccc(OCC(=O)NCCNC(=O)c2ccco2)cc1C	-14	2	1	4	-4	-1	-4	-5
O=C(Nc1nc2ccccc2c(=O)s1)c1ccco1	3	-12	-2	11	5	1	32	-2
